ULK1 primary: inhibitors of human ULK1 kinase | O75385 | inhibition, % at 5.96 µM | 1.9% of 30,000 active | AlphaScreen Atg13 phosphorylation by ULK1, luminescence | AID 1259251; in the data active = inhibition above about 43%;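 also: 0% = median of compound wells and 100% = no enzyme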
ASK1 primary: human ASK1 kinase inhibition, primary screen | AlphaScreen MKK6 phosphorylation by ASK1, luminescence | inhibition, % at 7.44 µM | 0.99% of 22,000 active; in the data active = inhibition above about 35%;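 also: 0% = median of compound wells and 100% = no enzyme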
Target sequence (Q99683 whole entry, looked up): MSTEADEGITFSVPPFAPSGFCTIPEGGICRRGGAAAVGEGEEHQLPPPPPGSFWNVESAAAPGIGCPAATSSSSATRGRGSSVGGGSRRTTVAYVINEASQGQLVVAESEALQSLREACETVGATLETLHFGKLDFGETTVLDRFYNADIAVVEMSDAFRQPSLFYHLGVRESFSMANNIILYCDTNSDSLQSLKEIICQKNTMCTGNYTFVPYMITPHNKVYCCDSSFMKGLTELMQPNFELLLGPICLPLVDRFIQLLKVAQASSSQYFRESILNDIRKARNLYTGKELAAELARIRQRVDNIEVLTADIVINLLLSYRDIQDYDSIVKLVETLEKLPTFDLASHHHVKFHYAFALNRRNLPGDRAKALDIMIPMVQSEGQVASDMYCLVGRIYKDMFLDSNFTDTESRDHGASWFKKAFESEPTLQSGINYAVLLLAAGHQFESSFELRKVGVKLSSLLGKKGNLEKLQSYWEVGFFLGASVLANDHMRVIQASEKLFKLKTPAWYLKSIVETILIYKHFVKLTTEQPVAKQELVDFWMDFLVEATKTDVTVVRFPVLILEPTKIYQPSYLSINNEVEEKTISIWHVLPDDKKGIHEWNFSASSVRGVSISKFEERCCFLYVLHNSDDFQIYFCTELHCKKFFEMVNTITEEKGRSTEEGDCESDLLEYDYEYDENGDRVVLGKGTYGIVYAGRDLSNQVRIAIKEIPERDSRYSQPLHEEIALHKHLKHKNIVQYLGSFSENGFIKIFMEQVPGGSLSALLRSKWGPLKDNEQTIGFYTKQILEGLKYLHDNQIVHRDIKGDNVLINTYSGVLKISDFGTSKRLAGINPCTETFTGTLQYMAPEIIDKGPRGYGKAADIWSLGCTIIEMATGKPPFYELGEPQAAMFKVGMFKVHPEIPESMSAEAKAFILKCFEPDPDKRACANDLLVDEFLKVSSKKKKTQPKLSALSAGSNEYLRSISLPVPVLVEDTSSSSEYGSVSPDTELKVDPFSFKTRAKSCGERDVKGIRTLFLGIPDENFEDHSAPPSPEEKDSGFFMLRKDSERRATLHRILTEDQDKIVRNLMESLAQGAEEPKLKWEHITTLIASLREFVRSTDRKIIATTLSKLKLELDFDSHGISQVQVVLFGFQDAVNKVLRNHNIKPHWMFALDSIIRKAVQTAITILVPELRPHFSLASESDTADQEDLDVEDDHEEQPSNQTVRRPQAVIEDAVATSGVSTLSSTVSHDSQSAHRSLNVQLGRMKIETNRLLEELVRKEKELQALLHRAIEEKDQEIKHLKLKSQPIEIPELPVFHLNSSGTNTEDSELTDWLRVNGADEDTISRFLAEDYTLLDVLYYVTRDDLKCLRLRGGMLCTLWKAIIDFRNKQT
* marks the source's active call; other numbers are inactive results; & = joins results of further samples; ! = not confirmed by another sample.

The opening 2 entries, to show the layout:
How did Nc1n[nH]c2ccc(-n3cc(C(=O)NCC(O)c4ccc(Cl)cc4)nn3)cc12 (centres undefined) do in these assays?
ULK1 primary: 13; ASK1 primary: -16

How did CN(CCN1CCCC1)c1cc(-c2cn[nH]c2)ccc1NC(=O)C1COc2ccccc2O1 (centres undefined) do in these assays?
ULK1 primary: -2; ASK1 primary: 1

Main list, from the start:
How did Nc1n[nH]c2ccc(-n3cc(C(=O)NCC(O)c4ccc(Cl)cc4)nn3)cc12 (centres undefined) do in these assays?
ULK1 primary: 13; ASK1 primary: -16

How did CN(CCN1CCCC1)c1cc(-c2cn[nH]c2)ccc1NC(=O)C1COc2ccccc2O1 (centres undefined) do in these assays?
ULK1 primary: -2; ASK1 primary: 1

How did O=C1Cc2ccc(Nc3ccnc(Nc4ccc(N5CCOCC5)cc4)c3)cc2N1 do in these assays?
ULK1 primary: 33; ASK1 primary: -2

What do the screens show for `COc1cc(NC(=O)C2CCN(c3ccc(Cl)nn3)CC2)cc(OC)c1OC`?
ULK1 primary: -8; ASK1 primary: 1

What do the screens show for `Cn1c(Nc2nc(NCCCN3CCCC3=O)c3ncn(CCN4CCCC4=O)c3n2)nc2ccccc21`?
ULK1 primary: 13; ASK1 primary: -8

How did O=C(CNC(=O)c1ccncc1)N=Nc1c(O)n(Cc2ccccc2)c2ccccc12 do in these assays?
ULK1 primary: -1

What do the screens show for `CC(C)N(CCNc1ncnc2c1nc(-c1csc3ccccc13)n2C(C)C)C(C)C`?
ULK1 primary: 7; ASK1 primary: 10

What do the screens show for `COc1ccc(Cl)cc1NC(=O)Cn1cc(OC)c(=O)cc1CN1CCN(C(C)=O)CC1`?
ULK1 primary: 1

Results for Cc1cnc(-c2csc3ccccc23)nc1NCCN(C(C)C)C(C)C ?
ULK1 primary: 3; ASK1 primary: -2

Results for CC(C)n1cnc2c(NCCCN3CCCC3=O)nc(-c3csc4ccccc34)nc21 ?
ULK1 primary: -20; ASK1 primary: -11

Results for CC(C)N(CCNc1nc(NC2CCN(Cc3ccccc3)CC2)nc2nc[nH]c12)C(C)C ?
ULK1 primary: 1; ASK1 primary: -7

How did O=C1C2CCCC1C(c1ccc3c(c1)OCO3)NC2c1ccc2c(c1)OCO2 (centres undefined) do in these assays?
ULK1 primary: -7

How did C=CCN1CCN(c2c(Cl)cccc2NC(=O)c2ccc([N+](=O)[O-])o2)CC1 do in these assays?
ULK1 primary: 2; ASK1 primary: -7

How did Cn1cnc(-c2ccc3cnc(Nc4ccc(-n5cnc(N6CCOCC6)n5)cc4)nc3c2)n1 do in these assays?
ULK1 primary: 4; ASK1 primary: -1

What do the screens show for `Clc1ccc(C(Cn2ccnc2)OCc2c(Cl)cccc2Cl)c(Cl)c1` (centres undefined)?
ULK1 primary: 2

How did FC(F)(F)Oc1cccc(-c2nccc(NCCc3ccccn3)n2)c1 do in these assays?
ULK1 primary: -17; ASK1 primary: 2

Results for CCNc1nc(NCC)nc(OCCOC(=O)COc2ccc(Cl)cc2Cl)n1 ?
ULK1 primary: -6

Results for NC(=O)c1ccc(-c2ncc(C(=O)NCc3nc4ccccc4[nH]3)s2)cc1 ?
ULK1 primary: 3; ASK1 primary: 3

What do the screens show for `Cc1ccc(-c2ncn(-c3ccc(Nc4ncc5cccc(-c6ccc7c(c6)OCO7)c5n4)cc3)n2)cn1`?
ULK1 primary: 17; ASK1 primary: -2

Results for CN(C)CCOc1cc(-c2ccnc(N)c2)ccc1NC(=O)C1COc2c(F)cccc2C1 (centres undefined) ?
ULK1 primary: 4; ASK1 primary: 1

Random excerpt: three compounds from above.
Results for CCNc1nc(NCC)nc(OCCOC(=O)COc2ccc(Cl)cc2Cl)n1 ?
ULK1 primary: -6

Results for CC(C)N(CCNc1nc(NC2CCN(Cc3ccccc3)CC2)nc2nc[nH]c12)C(C)C ?
ULK1 primary: 1; ASK1 primary: -7

What do the screens show for `Clc1ccc(C(Cn2ccnc2)OCc2c(Cl)cccc2Cl)c(Cl)c1` (centres undefined)?
ULK1 primary: 2

Next records
How did COc1ccc(-c2nc(NCc3cccc(C(F)(F)F)c3)c3[nH]cnc3n2)cn1 do in these assays?
ULK1 primary: 12; ASK1 primary: 16

How did O=C(NCCN1CCOCC1)c1csc(-c2ccccc2)n1 do in these assays?
ULK1 primary: 0; ASK1 primary: -15

How did Nc1nc(N2CCc3ccccc3C2)nc2c1ncn2-c1ccsc1 do in these assays?
ULK1 primary: 29; ASK1 primary: -44

How did CC1NC(=O)COC1c1ccccc1 (centres undefined) do in these assays?
ULK1 primary: -3

Results for Cn1nccc1-c1cc(Nc2ccc(-n3cnc(N4CCOCC4)n3)cc2)ncc1F ?
ULK1 primary: -8; ASK1 primary: 4

Results for CN(C)c1cccc(Nc2ccc(N3CCC(C(=O)NCCc4ccc(O)cc4)CC3)nn2)c1 ?
ULK1 primary: 15; ASK1 primary: 3

How did CCCNC(=O)c1cccc(-c2ccc(N3CCN(C)CC3)cc2)c1 do in these assays?
ULK1 primary: 5; ASK1 primary: 0

Results for CC(=O)Nc1ccc(NC(=O)c2ccnc(Nc3ccc4ncccc4c3)c2)cc1 ?
ULK1 primary: -1; ASK1 primary: 3

How did CCOCC(=O)C1=C(C)NC(=S)NC1c1cccc(Oc2ccccc2)c1 (centres undefined) do in these assays?
ULK1 primary: -1

What do the screens show for `c1ccc(-c2cc(N3CCN(c4ccccn4)CC3)nc(-c3cccnc3)n2)nc1`?
ULK1 primary: -6

How did N#C/C(=C1/SC[C@@H](c2ccc(Cl)cc2Cl)S1)n1ccnc1 do in these assays?
ULK1 primary: 2

Results for c1ccc(-n2cnc3c(Nc4ccc5c(c4)OCO5)nc(Nc4cnccn4)nc32)cc1 ?
ULK1 primary: -7; ASK1 primary: -45

How did CCOC(=O)C1CCN(C(c2ccncc2)c2c(O)cc(C)n(Cc3ccco3)c2=O)CC1 (centres undefined) do in these assays?
ULK1 primary: 4

Results for O=C(NC1CC1)c1ccc(-c2nc(NCCc3ccc(O)cc3)c3ncn(-c4ccsc4)c3n2)cc1 ?
ULK1 primary: -12; ASK1 primary: 1

What do the screens show for `COc1cc(/C=N/NC(=O)c2ccc(C)nc2)cc(Br)c1O`?
ULK1 primary: -1

How did CN(C)c1cccc(Nc2nc(C(=O)NCc3cccc(C(F)(F)F)c3)cs2)c1 do in these assays?
ULK1 primary: 12; ASK1 primary: 1

What do the screens show for `CS(=O)(=O)Nc1ccc(-c2cnc3cccc(NC(=O)c4ccccn4)c3c2)cc1`?
ULK1 primary: 7; ASK1 primary: -10

What do the screens show for `Cc1cc(NCCOc2ccccc2)nc(-c2cccc(N)c2)n1`?
ULK1 primary: -7; ASK1 primary: 0

How did O=C1c2ccccc2S(=O)(=O)N1CCCCN1CCN(c2ncccn2)CC1 do in these assays?
ULK1 primary: 6

How did Cc1c(C(=O)c2ccccc2)oc2ccc(N)cc12 do in these assays?
ULK1 primary: -12

What do the screens show for `COc1ccc(CCNc2nc(-c3ccccc3)ncc2C)cc1`?
ULK1 primary: -7; ASK1 primary: -14

How did CCCNc1ncnc2c1nc(Nc1cccc(N(C)C)c1)n2C(C)C do in these assays?
ULK1 primary: -14; ASK1 primary: 11

How did Cc1ccc2c(c1)CC(c1nc3ccc(-c4ccnc(N)n4)cc3s1)CO2 (centres undefined) do in these assays?
ULK1 primary: 6; ASK1 primary: 6

How did COc1cc2cc(C(=O)O)n(C)c2c(OC)c1OC do in these assays?
ULK1 primary: 4

What do the screens show for `FC(F)(F)c1ccc(Cn2cnc3c(NCc4cccnc4)nc(NC4CCN(Cc5ccccc5)CC4)nc32)cc1`?
ULK1 primary: -2; ASK1 primary: 5

What do the screens show for `NC(=O)c1ccccc1Nc1nc(Nc2ccc(N3CCCC3=O)cc2)ncc1Cl`?
ULK1 primary: 92*; ASK1 primary: -100

How did O=C(c1ccc(Nc2nccc(-c3ccc4c(=O)[nH]c(C5CC5)nc4c3)n2)cc1)N1CCCC1 do in these assays?
ULK1 primary: 63*; ASK1 primary: -16

What do the screens show for `C/C=C/Cn1c(NCC)nc2c1c(=O)[nH]c(=O)n2C`?
ULK1 primary: 4

What do the screens show for `CC(C)N(CCNC(=O)c1cnc(NCCN2CCOCC2)s1)C(C)C`?
ULK1 primary: 7; ASK1 primary: -11

What do the screens show for `Cc1cc(NC(=O)CCC2CCCC2)n(-c2ncnc3c2cnn3-c2cccc(Cl)c2)n1`?
ULK1 primary: 10

How did COc1ccc(CCNC(=O)c2ccnc(-c3ccc(C(N)=O)cc3)c2)cc1 do in these assays?
ULK1 primary: 1; ASK1 primary: -7

Results for CCCNC(=O)c1csc(Nc2ccc(N3CCOCC3)cc2)n1 ?
ULK1 primary: 11; ASK1 primary: -3

How did CC(=O)Nc1ccc(Nc2cc(-c3c(C)noc3C)nc(N)n2)cc1 do in these assays?
ULK1 primary: -9; ASK1 primary: 7

What do the screens show for `CC(C)n1cnc2c(NCc3cccc(C(F)(F)F)c3)nc(Nc3ccc(N4CCOCC4)cc3)nc21`?
ULK1 primary: -12&-3; ASK1 primary: 55*!

How did CC12c3ccccc3C(c3ccccc31)C1C(=O)N(c3ccncc3)C(=O)C12 (centres undefined) do in these assays?
ULK1 primary: 0

Results for C/C(CC(=O)Nc1ccc2c(c1)OCCO2)=N\NC(=O)C(=O)NC(C)C ?
ULK1 primary: 11

How did O=C1CCCN1CCCNc1nccc(NCCN2CCOCC2)n1 do in these assays?
ULK1 primary: 4; ASK1 primary: -5

How did Nc1cccc(-c2nc(NCCO)c3ncn(-c4ccccc4)c3n2)c1 do in these assays?
ULK1 primary: -22; ASK1 primary: 4

Results for O=C(Nc1ccc(N2CCOCC2)cc1)c1cnc(Nc2ccc(N3CCOCC3)cc2)s1 ?
ULK1 primary: 15; ASK1 primary: 15

What do the screens show for `Cc1ncn(-c2ccc(Nc3ncc4cccc(-c5ccncc5F)c4n3)cc2)n1`?
ULK1 primary: 51*; ASK1 primary: 33

What do the screens show for `OCCNc1nc(NCc2cccnc2)nc2c1ncn2-c1ccccc1`?
ULK1 primary: -9; ASK1 primary: -15

Results for COc1cc(CNc2ncc(-c3ccc(Br)cc3)n2C)ccc1O ?
ULK1 primary: -3

How did CCC(=O)N1c2ccc(S(C)(=O)=O)cc2NC(=O)C1Cc1ccccc1 (centres undefined) do in these assays?
ULK1 primary: -15

What do the screens show for `COc1cc2nc(NCCCN3CCCC3=O)nc(NCc3cccc(C(F)(F)F)c3)c2cc1OC`?
ULK1 primary: -24; ASK1 primary: 1

Results for CC(C)n1cnc2c(NCCc3ccc(O)cc3)nc(Nc3cccc(N(C)C)c3)nc21 ?
ULK1 primary: -5; ASK1 primary: 13

What do the screens show for `O=C(NCc1ccccc1)c1cccc(Nc2ccccn2)n1`?
ULK1 primary: 12; ASK1 primary: 0

How did CC(=O)O[C@H]1C(=O)[C@@]2(C)[C@H]([C@H](OC(=O)c3ccccc3)[C@]3(O)C[C@H](OC(=O)[C@H](O)[C@@H](NC(=O)c4ccccc4)c4ccccc4)C(C)=C1C3(C)C)[C@]1(OC(C)=O)CO[C@@H]1C[C@@H]2O do in these assays?
ULK1 primary: -8

What do the screens show for `O=C(CCCN1CCN(c2ccccn2)CC1)c1ccc(F)cc1`?
ULK1 primary: 0

Results for Cc1cc(C)c2[nH]c(C(=O)O)c(C)c2c1 ?
ULK1 primary: 3

What do the screens show for `CC(C)n1cnc2c(NCc3ccccc3)nc(Nc3ccc(C(F)(F)F)cc3)nc21`?
ULK1 primary: -14; ASK1 primary: 7

How did Cc1cnc(C(=O)Nc2ccccc2-c2nnn(CC(=O)NC3CCCCC3)n2)cn1 do in these assays?
ULK1 primary: 8

What do the screens show for `CS(=O)(=O)c1ccc(-c2ccnc(N3CCOCC3)n2)cc1`?
ULK1 primary: -4; ASK1 primary: -12

What do the screens show for `O=C(NC1CC1)c1ccnc(-c2ccccc2)c1`?
ULK1 primary: 3; ASK1 primary: -6

Results for NC(=O)c1ccc(-c2nc3ncnc(NCCOc4ccccc4)c3[nH]2)cc1 ?
ULK1 primary: 7; ASK1 primary: -9

What do the screens show for `COC(=O)CCC(N)C(=O)O` (centres undefined)?
ULK1 primary: -10&11

What do the screens show for `Cc1cc(Nc2ccc3c(c2)OCO3)nc(Nc2ccc(-n3ccnc3)cc2)n1`?
ULK1 primary: -21; ASK1 primary: 22

How did CC(=O)Nc1ccc(S(=O)(=O)N2CCOC3CCCCC32)cc1 (centres undefined) do in these assays?
ULK1 primary: 4

Results for O=C(NC1CC1)c1ccc(-c2nc3ncnc(NC4CC4)c3[nH]2)cc1 ?
ULK1 primary: -3; ASK1 primary: -3

How did CC(C)n1cnc2c(N)nc(-c3ccc(N4CCOCC4)nc3)nc21 do in these assays?
ULK1 primary: 9; ASK1 primary: -2

Results for Cc1nn(C)c(C)c1-c1cccc(C(=O)NCCN2CCOCC2)c1 ?
ULK1 primary: 8; ASK1 primary: -2

How did Cc1ncn(-c2ccc(Nc3ncc4cccc(-c5ccc6c(cnn6C)c5)c4n3)cc2)n1 do in these assays?
ULK1 primary: 8; ASK1 primary: 31

What do the screens show for `Cc1nc(C)c(C(=O)N/N=C/c2cccnc2)cc1C(=O)N/N=C/c1cccnc1`?
ULK1 primary: -5

How did CCC(CC)C(=O)NCc1nnnn1-c1ccc(F)cc1 do in these assays?
ULK1 primary: -5

What do the screens show for `O=C(Nc1ccc(N2CCOCC2)cc1)c1cnc(Nc2ccc(C(F)(F)F)cc2)s1`?
ULK1 primary: 1; ASK1 primary: 11

What do the screens show for `CCCNc1nc(OC)nc(-c2cccc(N)c2)n1`?
ULK1 primary: -7; ASK1 primary: 1

Results for Cc1nc(NCCC#N)cc(-c2cncc(-c3ccccc3)c2)n1 ?
ULK1 primary: 9

Results for COc1nc(NCCO)nc(-c2ccccc2)n1 ?
ULK1 primary: -4; ASK1 primary: -11

Three entries out of the list, sorted by molar mass, lowest first.
What do the screens show for `COc1ccc(CCNc2nc(-c3ccccc3)ncc2C)cc1`?
ULK1 primary: -7; ASK1 primary: -14

How did Nc1cccc(-c2nc(NCCO)c3ncn(-c4ccccc4)c3n2)c1 do in these assays?
ULK1 primary: -22; ASK1 primary: 4

Results for COc1cc(CNc2ncc(-c3ccc(Br)cc3)n2C)ccc1O ?
ULK1 primary: -3
